Assay outcomes (PubChem BioAssay)
Pf apPOL inh – Pf-apPOL DNA polymerase inhibition; hit rate 0.25% among 210,000; Recombinant Pf-apPOL, molecular beacon fluorescence, 1.5 h; inhibition, % at 10 µM
mHTT CaM bind – mHTT-calmodulin interaction abrogation; AID 1671202; AlphaScreen His-mHTT/GST-CaM binding, luminescence; hit rate 3.6% among 190,000; inhibition, % at 15 µM; P42858;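 also: 0% = both proteins with DMSO and 100% = one protein alone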
* = called active by the depositor; . = no result given; & = joins results of further samples. Rule as the data show it: active = inhibition above about 50%; inactive = the rest.

SMILES | Pf apPOL inh | mHTT CaM bind
O=C(c1ccco1)N1CCN=C1SCc1cccc(Cl)c1 | -4 | -12
CCCN(CCC)C(=O)c1cnn(-c2ccccc2)c1NC(=O)c1ccc(C)cc1 | -5 | 16
CCn1cnc2c(-c3ccc(F)cc3)csc2c1=O | -4 | -21
O=C(Nc1nc2c(s1)COc1ccccc1-2)Nc1c(F)cccc1F | -2 | 2
Cc1cccc(N2C(=O)C3C(c4cc(Br)ccc4O)NC(C)(C(=O)O)C3C2=O)c1 (stereo not drawn) | -9 | 1
CC(C)NC(=O)c1cn(C2CCCCC2)c(=O)c2c1c1ccccc1n2C | 3 | 5
O=S1(=O)CCOCCCN1Cc1ccc(F)cc1 | -6 | -3
COc1ccc(C2=NN(C(=O)c3ccc(Br)o3)C(c3ccc(C)cc3)C2)cc1 (stereo not drawn) | -91&-5 | 13&16
COc1ccc(-c2cnnn2-c2ccc(NC(=O)c3c(F)cccc3F)cc2)cc1OC | -4 | 14
O=S(=O)(CCc1ccccc1)N1CCN(c2ccc3nnc(C4CC4)n3n2)CC1 | -1 | 1
O=C(NCc1ccccn1)C1CCN(c2cccc(Br)c2)C1=O (stereo not drawn) | -6 | 14
COc1ccc(Cc2nc(-c3ccc(=O)[nH]c3)no2)cc1Cl | 2 | 1
CCc1ccccc1NC(=O)C1CCN(C(=O)c2cccc(Cl)c2)CC1 | 0 | 0
Cc1nc(Oc2ccc3ccc(=O)oc3c2)c2c3c(sc2n1)CCC3 | -1 | -1
Cc1ccc(NC(=O)c2cccc(S(=O)(=O)N3CCOCC3)c2)nc1 | -6 | -3
Nc1cc(C2CCN(C(=O)Nc3ccc(F)cc3F)CC2)no1 | -4 | -8
CC1CCCCN1C(=O)c1cc2cc([N+](=O)[O-])ccc2oc1=O (stereo not drawn) | -11 | 2
CC1(C)Cc2c(c(N3CCOCC3)nc3sc(C#N)c(N)c23)CO1 | -10&5 | 0&-5
CC(CNc1ccc(Cl)cc1[N+](=O)[O-])NC(=O)c1cc(F)c(F)cc1Cl (stereo not drawn) | 2 | 9
O=C(CSc1nc2ncccc2[nH]1)Nc1ccc(F)cc1F | 0 | -5
COC(=O)C(O)(c1ccc(NC(=O)Nc2cccc(Cl)c2)c(OC)c1)C(F)(F)F (stereo not drawn) | -8 | .
O=C(c1ccc(OCC2CCN(C(=O)C3CCCCC3)CC2)cc1)N1CCCC1 | 0 | 3
O=C(Cn1cc(-c2ccc(F)cc2)oc1=O)NCCc1ccccn1 | 3 | 0
O=C(Cc1cccs1)N1CCCC1(CO)CC1CC1 (stereo not drawn) | -5 | -5
Cc1ccc(S(=O)(=O)n2c(C)nc3cc([N+](=O)[O-])ccc32)cc1C | 2 | -3
Cc1cnc(C(=O)N2CCCC(C(=O)NCc3ccc(F)cc3)C2)cn1 (stereo not drawn) | -4 | -3
Cc1cc(C)c2c(=O)n(C(=O)c3cccs3)sc2n1 | 100* | .
CN1CCN(Cc2c(O)ccc3c2OC(=Cc2cc4ccccc4o2)C3=O)CC1 | -1 | 17
CCOc1ccccc1NC(=O)COc1ccc(Br)cc1Cl | 12 | 3
Cc1ccccc1NC(=O)C1CCCN(S(=O)(=O)c2ccc(Br)s2)C1 (stereo not drawn) | 3 | -4
COc1ccc(-c2nc3s/c(=C\c4ccc(OC)c(OC)c4)c(=O)n3n2)cc1 | -2 | -8
CCC1Oc2ccccc2N(CC(=O)NCc2cc(Br)ccc2OC)C1=O (stereo not drawn) | -14 | -1
CC(C)CNC(=O)c1ccc(NC(=O)Cc2cccs2)cc1 | -5 | -4
CC(NC(=O)C1CCN(c2cc(N3CCCC3)ncn2)CC1)c1ccc(F)cc1 (stereo not drawn) | -2 | 9
COc1cc(-c2nc(-c3ccccc3)c(-c3ccccc3)[nH]2)cc(OC)c1OC | -3 | .
O=C1c2cccnc2C(=O)N1CCCC(=O)N1CCc2ccccc21 | -36 | 4
O=C(Nc1ccc(O)cc1)c1cc(S(=O)(=O)N2CCOCC2)c(Cl)cc1Cl | -4 | 7
Cc1cccc(NS(=O)(=O)c2cc(Br)cc3c2N(C(=O)C2CC2)CC3)c1 | 3 | 7
CN1CCCc2cc(C(=O)NCc3ccc(F)cc3)sc21 | -4 | 14
O=C(NCc1ccco1)c1cc(Sc2ccccc2Cl)nc2ccccc12 | -1 | -3
CN1CCC2(CC1)CN(C(=O)Nc1ccccc1)CC2c1nc(-c2ccccc2)no1 (stereo not drawn) | -7 | 8
O=C(Nc1ccc2ncnc(N3CCCC3)c2c1)c1ccc(F)c(F)c1 | 5 | -1
CCOC(=O)c1cc(C#N)c(N2CCNCC2)nc1C(F)(F)F | -5&-2 | .
CC(C)CC(C(N)=O)C1=NC(C)(C)Cc2ccccc21 (stereo not drawn) | -1 | 11
NC(=O)CSCC(=O)Nc1ccccc1 | -4 | 0
CN(C(=O)c1cc(N2C(=O)C3C4CCC(C4)C3C2=O)ccc1Cl)C1CCCCC1 (stereo not drawn) | -9 | 10
CCOC(=O)COc1ccc2ccc(=O)oc2c1 | -10 | -3
Cc1ccc(S(N)(=O)=O)cc1NC(=O)C(c1ccccc1)c1ccccc1 | 0 | 4
O=c1[nH]c(CN2CCCC2)nc2c1C1(CCCC1)Cc1ccccc1-2 | -2 | 1
O=C(NCc1[nH]nc2ccccc12)c1ccc(Cl)cc1 | -6 | 41
O=C(COc1ccc(F)cc1)N1CCN(c2nc(CN3CCCC3)cs2)CC1 | -4 | 5
N#CCC[C@H]1CC[C@]2(CCCN(Cc3ccc(Cl)cc3)C2)O1 | -7 | -14
CCC(C)Sc1nc2c(cnn2-c2ccccc2)c(=O)[nH]1 (stereo not drawn) | 4 | 2
CC(=O)N1CC(c2nc(-c3ccc(F)cc3)no2)C2(CCOCC2)C1 (stereo not drawn) | -3 | -10
O=C(CSc1nc2c(c(=O)n1-c1ccc(F)cc1)SCC2)Nc1ccc(Cl)cc1 | 5 | 17
CCN1CCn2c(nc3cc(C(=O)NC4CCCCCC4)ccc32)C1=O | 0 | -5
COc1ccccc1CC(=O)NC1CCN(Cc2ccccc2)CC1 | -5&-6 | .
COc1ccccc1N(CC(=O)Nc1cccc(Br)c1)S(C)(=O)=O | 1 | 4
CC1=Nc2cc([N+](=O)[O-])ccc2NC(=O)C1 | -6 | 8
c1cc2c(cc1-n1nnnc1SCc1nn[nH]n1)OCO2 | 3&-5 | -2&-2

Structural class, the compounds so far containing bromine.
SMILES | Pf apPOL inh | mHTT CaM bind
Cc1cccc(N2C(=O)C3C(c4cc(Br)ccc4O)NC(C)(C(=O)O)C3C2=O)c1 (stereo not drawn) | -9 | 1
COc1ccc(C2=NN(C(=O)c3ccc(Br)o3)C(c3ccc(C)cc3)C2)cc1 (stereo not drawn) | -91&-5 | 13&16
O=C(NCc1ccccn1)C1CCN(c2cccc(Br)c2)C1=O (stereo not drawn) | -6 | 14
CCOc1ccccc1NC(=O)COc1ccc(Br)cc1Cl | 12 | 3
Cc1ccccc1NC(=O)C1CCCN(S(=O)(=O)c2ccc(Br)s2)C1 (stereo not drawn) | 3 | -4
CCC1Oc2ccccc2N(CC(=O)NCc2cc(Br)ccc2OC)C1=O (stereo not drawn) | -14 | -1
Cc1cccc(NS(=O)(=O)c2cc(Br)cc3c2N(C(=O)C2CC2)CC3)c1 | 3 | 7
COc1ccccc1N(CC(=O)Nc1cccc(Br)c1)S(C)(=O)=O | 1 | 4

Carrying on.
SMILES | Pf apPOL inh | mHTT CaM bind
CC1=NC(=Cc2sccc2C)C(=O)O1 | -17 | .
Cc1cccc(CC(=O)NCC(c2ccccc2)N(C)C)c1 (stereo not drawn) | 4 | -6
O=C1C2C3C=CC(C3)C2C(=O)N1c1ccc(Nc2ccc3c(c2)CCC3)c([N+](=O)[O-])c1 (stereo not drawn) | -13 | 74*
COc1ccc(S(=O)(=O)CCC(=O)N2CCN(c3ccccn3)CC2)cc1 | -2 | -8
Cc1ccc2c(c1Br)C(=Nc1ccc(C#N)cc1)C(=O)N2 | -3 | 2
Cc1ccc(-n2nc3c(c2NC(=O)c2cc(Cl)ccc2[N+](=O)[O-])CS(=O)(=O)C3)cc1 | -6 | 12
CC1CCCCN1C(=O)c1ccccc1N1CCC(NC(=O)CC(C)(C)C)CC1 (stereo not drawn) | 3 | 24
CCc1cc2c(N3CCN(c4ccccc4)CC3)ncnc2s1 | 0 | -7
Cc1ccccc1NC(=O)c1ccc(C(=O)Nc2ccccc2C)cc1 | 61* | -5
O=C1C2=C(Nc3ccccc3SC2c2cccs2)c2ccccc21 (stereo not drawn) | 6 | 73*
O=C(O)c1ccc(CNC(=O)c2ccccc2-c2ccccc2C(=O)O)cc1 | -14 | -3
CCc1ccc(C(C2C(=O)CC(C)(C)CC2=O)C2C(=O)CC(C)(C)CC2=O)s1 | . | 10
CC(C)CNC(=O)c1ccc(N2CCNC(c3ccccc3)C2)nc1 (stereo not drawn) | -2 | 12
COc1ccccc1C(=O)Nc1c2c(nn1-c1cccc(C)c1C)CSC2 | -3 | 5
Cc1sc(N)c(C#N)c1CCC#N | . | 3
O=C(NC1CCCCC1)C1CC(=O)N(c2ccc3c(c2)CCN3C(=O)C2CCC2)C1 (stereo not drawn) | -2 | 3
O=C(Nc1cccc(F)c1)C1CCCN(c2ncc(-c3ccc(F)cc3)cn2)C1 (stereo not drawn) | 7 | -12
CCNc1cc(N2CCCC(CCC(=O)Nc3ccc(OC)cc3C)C2)ncn1 (stereo not drawn) | -4 | 5
CCCCN(CC)S(=O)(=O)c1ccc(C(=O)Nc2nnc(-c3cccs3)o2)cc1 | 0 | 17
CCOc1ccccc1N(CC(=O)NCc1ccncc1)S(=O)(=O)c1ccc(C)cc1 | -7 | 16
CCc1ccc(C(=O)CC2(O)C(=O)Nc3ccccc32)cc1 (stereo not drawn) | 2 | -8
COc1ccc(S(=O)(=O)N(CC(=O)Nc2cccnc2)c2ccc(Cl)cc2)cc1 | 0 | 2
Cc1ccc(C(=O)Nc2c(C(=O)N3CC(C)OC(C)C3)cnn2-c2ccccc2)cc1 (stereo not drawn) | 0 | 14
COc1cc(NC(=O)CSc2n[nH]c(C)c2[N+](=O)[O-])c(OC)cc1Cl | -2 | 14

Entries of single compounds, looked up by structure.
Record of `Cc1sc(N)c(C#N)c1CCC#N` → Pf apPOL inh = .; mHTT CaM bind = 3
Record of `O=C(NC1CCCCC1)C1CC(=O)N(c2ccc3c(c2)CCN3C(=O)C2CCC2)C1` (stereo not drawn) → Pf apPOL inh = -2; mHTT CaM bind = 3
Record of `Cc1ccc(C(=O)Nc2c(C(=O)N3CC(C)OC(C)C3)cnn2-c2ccccc2)cc1` (stereo not drawn) → Pf apPOL inh = 0; mHTT CaM bind = 14

Next section.
SMILES | Pf apPOL inh | mHTT CaM bind
COc1ccc2cc3cc(C(=O)N(C)c4cccc(C)c4)sc3nc2c1 | -9 | -2
NC(=O)c1c(NC(=O)C2CCCCC2C(=O)O)sc2c1CCCCCC2 (stereo not drawn) | -3 | 5
O=C(CSc1nc2ccccc2o1)Nc1ccc(Cl)cn1 | -3 | -2
Cc1ccc(S(=O)(=O)c2nc(-c3cccc(C)c3)oc2N2CCOCC2)cc1 | 2 | 0
CC(C)Cn1c(=O)n(C)c(=O)c2[nH]cnc21 | -1 | -3
Cc1ccc(NC(=O)c2ccc(CN3CCOCC3)cc2)cc1 | -3 | -5
COc1ccccc1-c1cc(C(=O)N2CCCC2c2cc(C(C)C)no2)no1 (stereo not drawn) | 1 | -7
Cn1c(SCC(=O)NCc2ccccc2)nnc1-c1ccc2ncccc2c1 | -8&-7 | .
C=CCN1C(=O)S/C(=C\c2ccc(N3CCOCC3)o2)C1=O | 8 | 15
N#CC1=C(N)Oc2cc(N)ccc2C1c1ccc(F)c(F)c1 (stereo not drawn) | -3 | 16
O=C(NCc1ccc(F)cc1F)C1CCN(c2cncnc2N2CCOCC2)CC1 | 0 | 7
CCc1cc2c(cc(C(=O)N(C)C)n2C)s1 | -8 | 11
Cc1cccc(C(=O)N2CC=C(C(=O)NC(C)(C)C)CC2)c1 | -2 | 10
CC(C)NC(=O)c1ccccc1OCC1CCN(C(=O)c2ccccc2)CC1 | -2 | -3
Cc1nc(CNC(=O)C2CCCN2S(=O)(=O)c2ccc(Br)cc2)cs1 (stereo not drawn) | 7 | -3
Cc1cc(C)c(S(=O)(=O)N2CCN(c3ccc(F)cc3)CC2)c(C)c1 | -7 | -6
COc1ccccc1CNC(=O)c1cc2c(s1)CN(C(C)C)C2 | -3 | 10
CN1C(=O)Cc2cc(S(=O)(=O)N3CCC(c4ccncc4)CC3)ccc21 | -5 | 4
O=C(Nc1ccc(F)cc1)C1CCc2sc(C(=O)N3CCCC3)cc2C1 (stereo not drawn) | -7 | -1
CCc1ccc2nc(C)cc(C(=O)N3CCOCC3)c2c1 | 1 | -5
O=C1OC(c2cccc(Br)c2)=N/C1=C\c1ccccc1I | -4 | -3
Cn1nc(-c2nc(-c3ccc(F)cc3)no2)c2c1CCN(C(=O)C1CCC1)C2 | -4 | 2
CC(=O)C1=C(O)C(=O)N(c2ccc(Br)cc2)C1c1ccccc1 (stereo not drawn) | 1 | 25
COc1ccc(C(=O)N=c2sc3cccc(OC)c3n2C)c(OC)c1 | -2 | 17

Quoted from the listing.
In Pf apPOL inh, COc1ccccc1CNC(=O)c1cc2c(s1)CN(C(C)C)C2 is listed with -3
In Pf apPOL inh, O=C(Nc1ccc(F)cc1)C1CCc2sc(C(=O)N3CCCC3)cc2C1 (stereo not drawn) is listed with -7

Remaining list, next part.
SMILES | Pf apPOL inh | mHTT CaM bind
O=C(C1CCN(Cc2c(F)cccc2Cl)CC1)N1CCCC1 | -5 | 5
COc1ccc(C2C3CCCC=C3C(C#N)=C(N)C2(C#N)C#N)cc1OC (stereo not drawn) | -5 | 30
C=CC(C)(C)c1c2c(c(O)c3c(=O)c4ccc(O)c(O)c4oc13)C=CC(C)(C)O2 | -10 | .
Oc1oc(-c2ccc(Br)cc2)nc1C=C1C=Nc2ccccc21 | -4 | 5
COc1ccc(C2CC(=O)Oc3c(C(CCN4CCCC(C)C4)c4cc(OC)c(OC)c(OC)c4)c(OC)cc(OC)c32)cc1 (stereo not drawn) | -6 | 61*
